# Screening results deposited in PubChem by several laboratories.
# MT stabilizer: microtubule stabilizers in HeLa cells, primary screen, imaging, high-content imaging | HeLa tubulin immunostaining HCS, 24 h; share of cells brighter than vehicle mean+2SD | hit rate 0.83% among 200,000 | % tubulin-high responders, % at 10 µM;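 active = plate Z-score above 3 for both tubulin-high and condensed-nucleus cell shares, with cell loss under 80%, at 10 µM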;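 note: anti alpha tubulin signal scored within the nucleus-defined area of each cell; some results filed as inactive read as strong as hits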
# CSM14.1 death rescue: rescue of cells from ER stress-induced death, primary screen, 384-well, CSM14.1, thapsigargin, ATP luminescence (AID 1222); CSM14.1 thapsigargin-induced death rescue, ATP luminescence; higher % means a stronger effect; cellular ATP content (survival), % at 20 µM, or EC50 in µM where a hit was titrated; 190,000 tested, under 10 active;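 active = EC50 below 50 µM in the dose-response confirmation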;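 note: death triggered by thapsigargin at about 15 µM added after 2 h compound pretreatment; cell ATP read after overnight thapsigargin exposure of roughly 18 to 22 hours; normalized against plate controls of thapsigargin alone and 5% DMSO vehicle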
# Lipid droplet: inhibitors of hepatocyte lipid droplet formation, primary screen, imaging, high-throughput imaging, BODIPY stain; AML12 mouse hepatocytes, oleate lipid droplets; inhibition, % at 6.5 µM; hit rate 0.4% among 240,000;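 active = lipid droplet intensity inhibited by at least 50%, with more than 500 cells counted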
#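 Material: mouse AML12 hepatocyte cell line, fixed after treatment; Timing: compound with oleate, overnight; Technique: high-content imaging of BODIPY-stained droplets and DAPI nuclei; Probe or stimulus: oleate, 100 µM final; Dosing: compound at 6.5 µM only.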
# Ins promoter up: insulin promoter activators in MIN6 cells, imaging, high-content screening, mouse beta cells; z-score at 5 µM; AID 1625, 2009; hit rate 0.3% among 190,000; MIN6 insulin promoter-GFP reporter; hits give high values;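 active = z-score above 3 at 5 µM with at least 500 cells counted in the well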
# b-catenin transl: modulators of beta-catenin nuclear translocation, primary screen, imaging, HeLa cells, immunofluorescence, high-content; nuclear translocation activity, % at 5 µM; hit rate 0.3% among 190,000; AID 1665, 2009;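 active = nuclear translocation activity above 50% at 5 µM, with a well cell count of 50 or more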;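 note: per-cell ratio of nuclear to cytoplasmic median beta-catenin stain intensity; plate controls were DMSO negative control for no effect and GSK-3 inhibitor IX positive control for full effect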
#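 Signal – beta-catenin immunofluorescence imaging with DAPI · Test system – human HeLa cell line · Dosing – 5 µM primary single dose, 0.1% DMSO, 0.02–20 µM confirmation series · Measure – % activation, nuclear-to-cytoplasmic median beta-catenin signal ratio per cell · Incubation – 24 h compound exposure at 37°C, 5% CO2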
# WT yeast gro inh: growth inhibition of WT strain, primary screen, mitochondrial fusion inhibitor project, WT and mutant strains, chemical genetic; mitochondrial fusion phenotypic screen; inhibition, % at 10 µM; hit rate 2.1% among 190,000; AID 1362, 2008; in the data active = inhibition above about 58%; tested in S. cerevisiae
# Dynein cargo inh: inhibitors of GR-EGFP nuclear translocation, primary screen, dynein cargo transport inhibitor project, imaging, high-content, 3617.4 mouse cells | test concentration mostly 20 µM; stimulated with dexamethasone, 1 µM; hits give low values | z-score, hits read low | hit rate 0.47% among 220,000 | AID 1381, 2008;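 active = plate z-score of nuclear minus cytoplasmic receptor signal below a set negative limit, without overly bright fluorescence or cell loss, cut at about -3.5 in these data, passing the limit was not always enough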;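 note: z-score of nuclear minus cytoplasmic ring GR-EGFP intensity difference per well; some compounds called inactive have numbers as strong as hits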
#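 Buffer or medium – tet-free medium with charcoal-stripped serum · Signal – automated 10x imaging of fixed Hoechst-stained cells · Also added – dexamethasone agonist, 1.0 µM final, for 30 min · Incubation – induction 48 h, compound 1 h, agonist 30 min · Read-out – GR-EGFP nuclear translocation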
# Autophagy mod: autophagy modulators in MEF cells, primary screen, imaging, high-content, MEF GFP-LC3; hit rate 0.98% among 190,000; MEF GFP-LC3 puncta imaging; test concentration mostly 10 µM; calls only at 10 µM (by protocol);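 active = percentage of spot-positive cells more than 3 SD above its plate mean, without a fluorescence outlier flag or 80% toxicity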;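 note: spot-positive cell cutoff set from DMSO-treated cells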
# XIAP displacement: XIAP antagonists, biochemical, IAP family, fluorescence polarization (AID 1018) | E3 ubiquitin-protein ligase XIAP (Homo sapiens) | XIAP BIR domain, fluorescence polarization peptide displacement; higher % means a stronger effect | one-dose displacement, % at 20 µM; IC50 in µM for titrated hits | hit rate 0.007% among 200,000; in the data active = displacement above about 50%; note: a part of the inactive calls stands beside numbers as strong as those of hits
# WT yeast gro inh mutant strain: further read-out of WT yeast gro inh, marked with its call; inhibition, %; mitochondrial fusion phenotypic screen, mutant strain inhibition
# Dynein cargo inh cytoplasmic EGFP: also measured in Dynein cargo inh; calls as there; z-score; measured here: cytoplasmic GR-EGFP intensity; hits give high values
# Dynein cargo inh nuclear GR-EGFP: further read-out of Dynein cargo inh, marked with its call; z-score; measured here: nuclear GR-EGFP intensity;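 lower value marks the stronger effect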
# Dynein cargo inh cell count: second read-out of Dynein cargo inh, no call of its own (marks repeat the call); z-score; measured here: cell count per field
# Ins promoter up cell count: second read-out of Ins promoter up, no call of its own (marks repeat the call); cell count; measured here: cytotoxicity, nuclei count;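 total cells summed across four imaged fields per well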
# Lipid droplet cells 6.5 µM: further read-out of Lipid droplet, marked with its call; cell count; measured here: cell count, cytotoxicity flag;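 cells counted across two imaged fields per well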
# b-catenin transl cell count 5 µM: also measured in b-catenin transl; calls as there; cell count; measured here: cell count, cytotoxicity flag
# MT stabilizer Hoechst-high %: further read-out of MT stabilizer, marked with its call; % Hoechst-high responders; measured here: nuclear condensation Hoechst responders;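 share of cells brighter than vehicle mean plus two SD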
# MT stabilizer cytotoxicity %: second read-out of MT stabilizer, no call of its own (marks repeat the call); toxicity, %; measured here: cytotoxicity by cell density;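 0% = mean cell density of plate MIN control wells and 100% = no cells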
# Autophagy mod cell loss 18 h: recorded beside Autophagy mod, whose call it bears; toxicity, %; measured here: cell loss, nuclei count;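 cell loss after 18 h compound exposure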
# Active calls of the source: *; i = inactive; . = no result given; + = active, no number. Compounds as they come. Share with any hit: about 4%.
SMILES,MT stabilizer,MT stabilizer Hoechst-high %,MT stabilizer cytotoxicity %,CSM14.1 death rescue,Lipid droplet,Lipid droplet cells 6.5 µM,Ins promoter up,Ins promoter up cell count,b-catenin transl,b-catenin transl cell count 5 µM,WT yeast gro inh,WT yeast gro inh mutant strain,Dynein cargo inh,Dynein cargo inh cytoplasmic EGFP,Dynein cargo inh nuclear GR-EGFP,Dynein cargo inh cell count,Autophagy mod,Autophagy mod cell loss 18 h,XIAP displacement
Cc1oc2c(c1C(=O)N1CCC(C)CC1)C(=O)c1ccccc1C2=O,14,7.6,23,-6.0%,-27,621,-1,647,0.5,568,0,8,-0.25,-0.11,0.74,-0.34,i,5,-11%
CC(C)n1c(Sc2nccn2C)nc2c1c(=O)n(C)c(=O)n2C,5.4,3.0,6.9,2.5%,1,729,0.41,827,-4.5,1149,-8,-6,-0.66,-0.32,-0.17,-0.08,i,5,-15%
Cc1nn(-c2ccccc2)c(C)c1C(=O)OCC(=O)NC(=O)NC1CCCC1,2.6,1.5,11,-1.1%,.,.,-0.4,1158,0.2,1454,-2,3,1.1,-0.2,0.64,-0.16,i,-2,-7.7%
COc1ccc([N+](=O)[O-])cc1NC(=O)CC1SC(=Nc2cccc(C)c2C)N(/N=C/c2cccc(OC)c2OC)C1=O (stereo not drawn),2.1,1.5,5.1,2.1%,0,732,.,.,-0.1,1516,-4,8,3.2,-0.13,1.2,-1.1,i,1,-2.8%
COc1ccc(C(=O)OCc2csc(C)n2)c(O)c1,3.1,1.5,3.3,-0.8%,19,697,0.19,1284,-1.4,1113,6,-4,0.86,-0.3,0.61,-0.5,i,-7,-3.5%
O=C(Nc1ccc2oc(-c3ccncc3)nc2c1)c1ccc2c(c1)OCCO2,.,.,.,.,-14,659,-1.2,1069,0.3,1262,.,.,-1.3,-0.23,-0.28,0.18,.,.,.
O=C(COc1ccc(Cl)cc1Cl)OCC(=O)N1CCCc2ccccc21,4.3,1.0,7.9,-0.1%,11,671,0.06,1485,-2.2,1208,52,29,-0.13,-0.22,-0.3,0.017,i,9,-5.2%
OCCC1CN(Cc2cccn2-c2ccccn2)CCN1C1CCCC1 (stereo not drawn),1.6,0.9,2.2,0.4%,-5,708,0.6,1446,-2.8,1048,2,3,1.2,-0.15,0.83,-1.2,i,16,-5.1%
CCOC(=O)NC(=O)c1cn(N(C)c2ncc(C(F)(F)F)cc2Cl)c(=O)[nH]c1=O,3.4,2.8,10,-0.5%,-4,707,-0.07,1254,-0.3,1122,-18,10,0.82,0.7,0.83,-0.19,i,3,0.5%
Cc1c(Cl)ccc2c1NC(=O)[C@]21N[C@@H](Cc2ccccc2)[C@H]2C(=O)N(c3ccc(F)cc3)C(=O)[C@H]21,1.6,0.8,7.0,-1.7%,0,775,0.29,772,0.2,1187,12,-8,0.18,0.021,0.51,0.009,i,30,-6.2%
COc1ccc(C)cc1S(=O)(=O)N1CCOCC1,0.7,0.7,4.3,-0.9%,3,733,0.76,1343,-1.0,1143,-8,3,-0.57,-0.26,-0.45,0.41,i,2,-2.3%
COc1ccc(C(=O)Nc2ccc(N3CCCCC3)cc2)cc1Br,2.3,1.5,5.9,-0.6%,18,626,0.14,1335,-2.2,514,-2,-12,0.14,-0.15,0.81,-0.94,i,9,-1.1%
CCN1CCN(c2cc(C)c3cc(NC(=O)c4cncc(Br)c4)ccc3n2)CC1,6.0,5.0,13,0.4%,.,.,0.47,776,-0.3,712,1,-6,2.6,-0.18,0.57,-1.9,i,2,-5.2%
COc1cc(/C=N/NC(=O)c2cccc([N+](=O)[O-])c2)ccc1OC(=O)c1ccco1,3.1,1.5,4.3,1.1%,9,695,-0.26,952,-0.2,1086,-1,7,-0.6,-0.32,-0.19,0.64,i,14,1.0%
COC(=O)c1ccc(CN2CCN(Cc3ccccc3)C(CCO)C2)cc1 (stereo not drawn),2.1,1.2,0.9,-1.8%,-5,620,-0.89,1369,-0.3,1129,2,-10,0.33,-0.21,0.36,-0.74,i,34,-8.2%
CCCCC(=O)NC(c1ccco1)c1c(O)ccc2ccccc12 (stereo not drawn),2.6,2.0,9.5,0.5%,-21,747,0.82,1106,-4.4,1134,-1,-4,-0.46,-0.23,-0.013,-0.39,i,-3,-7.5%
Cc1[nH]nc2c1C1(CCC3(CC1)OCCO3)C(C#N)=C(N)O2,2.0,0.7,20,-3.4%,1,727,.,.,.,.,-12,-32,-0.25,-0.27,0.22,1.3,i,-2,0.4%
O=C(CSc1ncc(-c2ccccc2)n1CC1CCCO1)N1CCCCC1 (stereo not drawn),2.7,1.3,1.5,-2.3%,.,.,-1,969,-6.2,940,3,-7,0.82,-0.22,1.3,-0.36,i,2,-6.1%
O=C1c2ccccc2C(=O)C1c1ccccc1,3.4,2.3,10,0.0%,13,669,.,.,2.8,496,9,0,1.9,-0.1,1.2,-1.3,i,0,-2.2%
Nc1ccc(C(=O)NCC2(c3ccccc3)CCCC2)cc1,2.2,2.9,6.8,0.1%,4,689,-0.75,1653,2.1,1006,6,2,0.026,-0.19,0.39,-0.19,i,12,-5.1%
COc1cc(/C=N/NC(=O)CCN2CCN(Cc3ccccc3)CC2)cc(OC)c1OC,3.6,1.6,11,-0.7%,4,739,-0.27,1208,-4.9,530,0,-14,0.13,-0.25,0.19,0.29,i,-1,-2.9%
Cc1ccc(-c2ccc(S(=O)(=O)N3CCCC3)cc2)cc1,2.6,2.7,3.1,-0.5%,12,683,-0.63,1632,-3.8,1075,2,-2,-0.89,-0.34,0.042,1.1,i,-5,-1.3%
NC(=O)c1sc(=S)n(-c2ccc(Br)cc2)c1N,6.1,2.3,8.9,-1.2%,.,.,-1.7,953,.,.,5,-2,2.5,-0.26,1.8,0.34,i,4,-1.6%
COC(=O)c1ccc(CSc2nnc(-c3c[nH]c4ccccc34)n2C)o1,6.7,3.5,5.9,-1.0%,.,.,1.2,965,.,.,-1,7,-0.87,0.17,-0.29,0.68,i,4,-9.4%
COc1ccccc1OCC(=O)OCC(=O)Nc1ncc(Cl)cc1Cl,1.7,1.3,4.1,-1.5%,-1,701,.,.,-6.9,1246,-5,-2,-0.74,-0.22,-0.3,0.64,i,-4,-0.5%

# Additional compounds follow:
SMILES,MT stabilizer,MT stabilizer Hoechst-high %,MT stabilizer cytotoxicity %,CSM14.1 death rescue,Lipid droplet,Lipid droplet cells 6.5 µM,Ins promoter up,Ins promoter up cell count,b-catenin transl,b-catenin transl cell count 5 µM,WT yeast gro inh,WT yeast gro inh mutant strain,Dynein cargo inh,Dynein cargo inh cytoplasmic EGFP,Dynein cargo inh nuclear GR-EGFP,Dynein cargo inh cell count,Autophagy mod,Autophagy mod cell loss 18 h,XIAP displacement
CC1CC(C)(C)NC(=S)N1CCC(=O)N1CCN(Cc2ccccc2)CC1 (stereo not drawn),4.4,2.0,12,-0.7%,2,690,0.07,1180,-3.6,1101,-7,-4,0.47,-0.13,0.1,-0.55,i,-1,-2.3%
Cc1ccc(NC(=O)COc2ccc(-n3cnnn3)cc2)cc1C,3.2,2.4,5.0,2.3%,0,716,0.47,1131,-1.5,1253,-13,6,-0.1,-0.11,-0.17,0.35,i,4,3.1%
CCn1c(=S)[nH]c2nc3c(cc2c1=O)CCCC3,2.7,1.7,5.3,-0.8%,.,.,-0.56,1560,0.3,1315,-2,6,0.3,-0.074,-0.45,0.93,i,8,-1.2%
CCCCN(CCCC)c1nc2ccccc2nc1C(C#N)C(=O)NCCCOC (stereo not drawn),3.0,2.4,9.5,-2.6%,.,.,.,.,1.7,1192,15,12,0.52,16,3.1,1.3,+,-7.2*,-3.1%
CCn1c(SCC(=O)Nc2cc(C)on2)nnc1-c1ccccc1,2.9,1.3,4.9,0.3%,3,769,0.08,1147,-0.5,1023,-8,-7,-0.62,-0.14,-0.25,0.6,i,-1,2.2%
Cc1nn(C)c(C(=O)NNC(=S)NCC(C)C)c1Cl,3.0,2.1,2.9,-0.9%,-14,751,-0.41,1277,.,.,-1,20,-0.72,-0.26,-0.49,0.13,i,0,-1.1%
O=C(CNC(=O)C1CCCCC1)Nc1ccccc1,4.0,3.8,5.0,-3.4%,-14,487,.,.,-0.4,911,-17,-17,-0.68,-0.3,-0.45,0.25,i,0,-2.2%
CCN(CC)S(=O)(=O)c1cc(C(=O)OCC(=O)Nc2c(F)cccc2F)ccc1F,4.7,3.5,9.1,-3.3%,0,665,0.23,1435,-1.0,944,-1,-4,-0.81,-0.2,-0.21,-0.8,i,4,-3.2%
COc1ccc(Cc2nc(-c3ccccn3)no2)cc1,2.5,1.7,6.9,0.5%,.,.,0.08,1524,-0.9,1391,-5,4,-1.1,-0.24,-1.1,0.61,i,-6,-2.6%

# Single entries from above.
# Dynein cargo inh nuclear GR-EGFP result of COc1ccc(Cc2nc(-c3ccccn3)no2)cc1 stands at -1.1
# Lipid droplet cells 6.5 µM result of Cc1ccc(NC(=O)COc2ccc(-n3cnnn3)cc2)cc1C stands at 716
